K1F lysis inhibition – inhibition of K1F phage lysis, E. coli UTI89, bacterial capsule biogenesis inhibitors, alamar blue (AID 488966). actives 0.02% (n = 340,000). E. coli UTI89 K1F phage lysis, alamar blue, 2 h; higher % means a stronger effect. one-dose inhibition, % at 100 µM; IC50 in µM for titrated hits;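 active means phage lysis inhibition, versus mean bacterial control, above a set limit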;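 further: capsule biogenesis inhibitors block K1F phage lysis so surviving cells raise fluorescence; higher fluorescence means more inhibition of phage lysis; actives were called in the ten point dose series up to 300 µM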
* marks the source's active call; other numbers are inactive results; i = inactive; [ ] = dose if it differs, or a comment. These rows are one share of the data, so the mix of outcomes need not match the whole.

Start of the data: the first 7 records, ahead of the listing:
SMILES | K1F lysis inhibition
Cc1csc(NC(=O)CSc2nc3[nH]c(=O)cc(O)c3s2)n1 | -2.2%
COc1ccccc1NC(=O)C(=O)c1cn(CC(=O)N2CCOCC2)c2ccccc12 | 0.5%
CNC(=O)c1ccc(NC(=O)Nc2ccccc2)cc1 | 0.2%
Cc1nnsc1C(=O)Nc1ccc(S(=O)(=O)N2CCCCC2C)cc1 (stereo not given) | 0.1%
COCCCn1c(=O)c2ccccc2n(CC(=O)NC2CCCC2)c1=O | 1.8%
CC(C)NC(=O)C(C)Oc1ccc(S(=O)(=O)NCc2ccc3c(c2)OCO3)cc1 (stereo not given) | 0.1%
CCC(CC)NC(=O)C1CCN(c2ccc(S(=O)(=O)N3CCOCC3)cc2[N+](=O)[O-])CC1 | 0.8%[50 µM]

The list itself, repeating the preview:
SMILES | K1F lysis inhibition
Cc1csc(NC(=O)CSc2nc3[nH]c(=O)cc(O)c3s2)n1 | -2.2%
COc1ccccc1NC(=O)C(=O)c1cn(CC(=O)N2CCOCC2)c2ccccc12 | 0.5%
CNC(=O)c1ccc(NC(=O)Nc2ccccc2)cc1 | 0.2%
Cc1nnsc1C(=O)Nc1ccc(S(=O)(=O)N2CCCCC2C)cc1 (stereo not given) | 0.1%
COCCCn1c(=O)c2ccccc2n(CC(=O)NC2CCCC2)c1=O | 1.8%
CC(C)NC(=O)C(C)Oc1ccc(S(=O)(=O)NCc2ccc3c(c2)OCO3)cc1 (stereo not given) | 0.1%
CCC(CC)NC(=O)C1CCN(c2ccc(S(=O)(=O)N3CCOCC3)cc2[N+](=O)[O-])CC1 | 0.8%[50 µM]
CNC(=O)c1ccc(NC(=O)CCNC(=O)Nc2ccccc2)cc1 | 1.2%[50 µM]
CC1(C)CC2CC(C)(CN2C(=O)COC(=O)c2ccccc2C(F)(F)F)C1 (stereo not given) | -0.6%
CCN(C(=O)COC(=O)c1cccnc1)c1cccc2ccccc12 | 0.3%[50 µM]
O=C(Cc1cn(-c2ccccc2)nc1-c1ccccc1)N1CCCCC1 | -0.2%
COc1ccc(-c2cccc(NS(=O)(=O)c3cccc([N+](=O)[O-])c3)c2)nn1 | 0.0%[50 µM]
O=C(COC(=O)c1cccc(O)c1)NC(=O)Cc1ccccc1 | -0.1%
COc1cc(/C=C/C(=O)Nc2ccc(S(=O)(=O)Nc3onc(C)c3C)cc2)cc(OC)c1OC | -0.5%
CCCCN(C)CCNC(=O)c1cn(C)c(=O)c2c1c1ccccc1n2C | -0.2%
COc1ccc(CC(=O)OCC(=O)N2CCCc3ccccc32)cc1 | 1.1%[50 µM]
CCOC(=O)C1CCCN(C(=O)COc2ccc(S(=O)(=O)N3CCOCC3)cc2)C1 (stereo not given) | 0.6%[50 µM]
Cc1ccc(S(=O)(=O)NCCC(=O)NCc2ccc(Cl)cc2)cc1C | 1.5%[50 µM]
COc1ccc(-c2nc(CS(=O)(=O)CC(=O)NCc3cccc(Br)c3)c(C)o2)cc1 | 1.2%
CC(CCc1ccccc1)NC(=O)CCNC(=O)c1ccccc1Cl (stereo not given) | 0.4%[50 µM]
Cc1ccc(NS(=O)(=O)c2cccs2)nc1 | 0.2%
CSc1ccccc1OCc1cc(C(=O)N(C)Cc2cc(C)[nH]n2)no1 | 0.0%
NCCCCCC(=O)O | 2.0%
COc1ccccc1N1CCN(Cc2cc3c(cc2[N+](=O)[O-])OCO3)CC1 | 0.6%
COc1ccc(Cl)cc1N(CC(=O)N1CCCCCC1)S(C)(=O)=O | 1.3%
COCCn1c(=S)[nH]c2cc(C(=O)N3CCCC(C)C3)ccc2c1=O (stereo not given) | 0.0%
Cc1ccc(S(=O)(=O)N2CCCCC2)cc1C(=O)NCCCN1CCOCC1 | 0.0%
CN(C(=O)c1ccc(NC(=O)Cc2ccc(NC(=O)C3CCN(C(=O)C4CCCCC4)CC3)cc2)cc1)C1CCCC1 | 0.2%
S=C(NCc1ccccc1)Nc1cccc2cnccc12 | -0.2%
C/C(=N/NC(=O)c1ccc2c(c1)OCO2)c1cccc([N+](=O)[O-])c1 | 0.1%
C#CCCC/C(=C\C(=O)N(C)[C@H](C(=O)N(C)[C@H](C(=O)N(C)[C@H](C(=O)N(C)[C@H](C(N)=O)C(C)C)C(C)C)C(C)C)C(C)C)OC | 0.2%
O=C(N/N=C\c1ccncc1)c1ccc(Cl)s1 | 0.0%
CCOc1ccc(-n2ccnc(SCC(=O)Nc3ccc(CC)cc3)c2=O)cc1 | 0.3%[50 µM]
COc1ccc(NC(=O)c2ccco2)cc1NC(=O)c1c(OC)cccc1OC | -0.3%
S=C(Cc1ccccc1)N1CCOCC1 | -2.6%
COc1ccc(C2c3[nH]c4ccccc4c3C[C@H]3C(=O)N(C)CC(=O)N23)cc1OC (stereo not given in full) | 0.0%
COc1cccc(NC(=O)CSc2nnc(-c3cc(C)[nH]n3)n2N)c1 | -3.9%
COC(=O)c1sccc1NC(=O)c1ccc(Cl)cc1 | 0.4%
CCc1cccc(NC(=O)CCc2c(C)nn(-c3ccc(N4CCCCC4)nn3)c2C)c1 | 0.2%
COc1ccc(NC(=O)N(C)C[C@H]2Oc3c(NC(=O)NC(C)C)cccc3C(=O)N([C@H](C)CO)C[C@@H]2C)cc1 | -0.8%
CC(C)(C)NC(=O)C(c1ccc(O)cc1)N(Cc1ccccc1)C(=O)CCC(=O)Nc1nccs1 (stereo not given) | -0.2%
Cc1cc(C(=O)COc2ccccc2Cl)c(C)n1C1CC1 | 0.4%[50 µM]
CCC(=O)Nc1ccc2c(c1)nc1n2CCN(CCOC)C1 | 0.6%[50 µM]
COc1ccc(CCC(=O)Nc2cc(S(=O)(=O)N3CCCCC3)ccc2N(C)C)cc1 | 0.6%[50 µM]
COc1ccc(C(=O)CSc2nnc(CNC(=O)c3ccccc3)o2)cc1 | 0.1%
CCCn1nc(C(=O)NNC(=O)CSC(C)C(=O)Nc2cc(C)on2)c2ccccc2c1=O (stereo not given) | 1.6%[50 µM]
COc1ccc(NC(=O)COc2ccc(Br)cc2)c(OC)c1 | 0.2%
COc1ccc(C(=O)Nc2ccnn2C2CCN(Cc3ccn[nH]3)CC2)cc1 | 0.3%
O=C(Cc1cccc(NC(=O)C2CCCN(C(=O)C3CCCC3)C2)c1)Nc1ccc(C(=O)N2CCCCC2)cc1 (stereo not given) | 1.5%
CCOC(=O)c1sc(NC(=O)c2ccc3nc[nH]c3c2)nc1C | -0.7%
O=C(CSc1nnc(NC(=O)c2c(F)cccc2F)s1)NCc1ccc(F)cc1 | 0.7%[50 µM]
COc1ccc(N(C)C(=O)C2CCCN2S(=O)(=O)c2cccc3nsnc23)c(OC)c1 (stereo not given) | -0.2%
Cc1cccc(N(C(=O)CNC(=O)c2cccs2)C(C(=O)NC2CCCC2)c2ccncc2)c1 (stereo not given) | 0.2%
O=C(CSc1ncnc2c1cnn2-c1ccccc1)NC1CCCC1 | 0.8%[50 µM]
COc1cc(NS(=O)(=O)c2ccc(NC(=O)c3cccs3)cc2)nc(OC)n1 | 0.6%
COc1ccccc1N1CCN(CC(O)COc2ccc(C)cc2C)CC1 (stereo not given) | 0.2%
CCN(CC)CCNC(=O)c1cc(-c2ccc(Br)s2)nc2ccccc12 | 0.0%
Cc1ccc(NC(=O)Cc2ccsc2)cc1S(=O)(=O)N1CCOCC1 | 0.8%
COc1cccc(CN2CC(C(=O)N(C)Cc3nc4ccc(F)cc4[nH]3)CCC2=O)c1 (stereo not given) | 0.7%
COc1cccc(/C=C2\SC(=O)N(CC(=O)NCCCn3ccnc3)C2=O)c1 | 0.7%

The list continues.
SMILES | K1F lysis inhibition
O=C(Nc1nnc(S(=O)(=O)N2CCCCCC2)s1)c1ccccc1Cl | -0.7%
CN(Cc1ccccc1)C(=O)Cn1c(=O)c2cccn2c2cccnc21 | 0.1%
Cc1cc(C)c(N=Cc2c(O)c3ccccc3oc2=O)c(C)c1 | 0.3%
Cc1nc(-c2ccc(Cl)cc2)sc1C1(C)CC(c2cccc(Cl)c2)=NO1 (stereo not given) | 1.1%
COc1ccccc1NC(=O)Nc1nnc(C(C)c2ccccc2)s1 (stereo not given) | 0.1%
CC1(C)CC(=O)C2=C(C1)Nc1ccccc1NC2c1cc(Cl)ccc1O (stereo not given) | -0.2%
COc1ccccc1C(=O)N/C(=C\c1cn(C)c2ccccc12)C(=O)NCCCn1ccnc1 | 0.0%
O=c1c2ccccc2ncn1-c1cccc(Br)c1 | 4.1%
COc1ccc(-c2c(-c3ccc(OCC(=O)NN)cc3O)n[nH]c2C)cc1OC | -0.5%[50 µM]
O=C(COC(=O)C12CC3CC(CC(Br)(C3)C1)C2)NNC(=O)c1ccccc1 | 0.6%[50 µM]
O=C(O)CN1C(=O)/C(=C/c2ccccc2Cl)Oc2ccccc21 | -0.2%
COc1cc2c(cc1CNC[C@H]1O[C@@H](n3cnc(C(N)=O)n3)[C@H](O)[C@@H]1O)OCO2 | 0.0%
CCOc1cccc(-c2c(C(=O)N/N=C(\C)c3cccnc3)nnn2-c2nonc2N)c1 | 0.1%
CCOP(=O)(c1ccc(N(C)C)cc1)C(O)c1ccc(C)cc1 (stereo not given) | 0.3%
O=C(Nc1cccc(C(=O)N2CCCC2)c1)C1CCC1 | 0.4%
CN(Cc1c(F)cccc1Cl)S(=O)(=O)c1cccs1 | -0.1%
Cc1ccc(NC(=O)C(C)N2C(=O)c3ccccc3C2=O)cc1C (stereo not given) | 0.2%
O=C(NCCN1CCN(C(=O)c2ccc([N+](=O)[O-])cc2)CC1)C(=O)Nc1ccc(F)cc1 | -0.1%
COCCn1c(N)c(N(Cc2ccccc2)C(=O)c2ccc(N3CCCC3=O)cc2)c(=O)[nH]c1=O | 0.7%[50 µM]
COc1ccc(NC(=O)NNC(=O)COc2ccc3cc(Br)ccc3c2)c(OC)c1 | 1.3%[50 µM]

Pulled by structure from above:
SMILES | K1F lysis inhibition
CC1(C)CC(=O)C2=C(C1)Nc1ccccc1NC2c1cc(Cl)ccc1O (stereo not given) | -0.2%
COCCn1c(N)c(N(Cc2ccccc2)C(=O)c2ccc(N3CCCC3=O)cc2)c(=O)[nH]c1=O | 0.7%[50 µM]
COc1ccc(-c2c(-c3ccc(OCC(=O)NN)cc3O)n[nH]c2C)cc1OC | -0.5%[50 µM]
O=C(NCCN1CCN(C(=O)c2ccc([N+](=O)[O-])cc2)CC1)C(=O)Nc1ccc(F)cc1 | -0.1%
O=C(COC(=O)C12CC3CC(CC(Br)(C3)C1)C2)NNC(=O)c1ccccc1 | 0.6%[50 µM]

Carrying on:
SMILES | K1F lysis inhibition
COc1ccc2c(c1)c(C(=O)CN1CCCCC1)c(C)n2C | 0.1%
CC(=O)N/C(=N/c1nc(C)cc(C)n1)Nc1ccc(C)cc1C | 0.3%
COc1ccc(CC(=O)Nc2ccc(S(=O)(=O)Nc3onc(C)c3C)cc2)cc1OC | 0.1%
CC(=O)c1ccc(NC(=O)Cn2cnc(S(=O)(=O)N3CCC(C)CC3)c2)cc1 | -0.4%
O=C(Nc1ccc2c(c1)OCO2)C1CC(=O)N(c2ccc(F)cc2)C1 (stereo not given) | 0.5%
CC1CCCCC12NC(=O)N(CC(=O)OCc1ccc(Br)cc1)C2=O (stereo not given) | 0.8%[50 µM]
O=C(O)C1C2CC3OC(=O)C1C3C2 (stereo not given) | 2.5%
COc1cc(Cl)ccc1OCc1cc(C(=O)NC(C)Cc2cnccn2)no1 (stereo not given) | 0.0%
COCCNC(=O)c1ccc(CS(=O)(=O)c2ccccc2OC)o1 | 0.1%
C[C@H](CO)N1C[C@H](C)[C@@H](CN(C)Cc2ccccc2)Oc2c(NS(=O)(=O)c3ccc(F)cc3)cccc2C1=O | 1.1%
COc1ccc(C)cc1S(=O)(=O)N1CCC2(CC1)OCCN2S(=O)(=O)c1cccs1 | 0.4%[50 µM]
CN(C)c1ccc(/C=N/N2CCN(Cc3ccccc3Cl)CC2)cc1 | i
O=C(CCNS(=O)(=O)c1ccc2[nH]c(=O)oc2c1)Nc1cccc(Br)c1 | 0.1%
CC1CC(C)CN(C(=O)COc2cccnc2[N+](=O)[O-])C1 (stereo not given) | 3.9%
CC(=O)c1ccc(C(=O)N2CCCC(N3CCN(c4ccc(F)cc4)CC3)C2)s1 (stereo not given) | -0.4%[50 µM]
COc1ccc(-c2cc(C(=O)N3CCN(S(=O)(=O)c4ccccc4)CC3)[nH]n2)cc1 | 0.8%
COc1ccccc1C(=O)N/N=C(\C)CC(=O)Nc1ccccn1 | 1.5%
COc1ccc(NC(=O)Nc2cc(C(=O)O)ccc2N2CC3CC(C2)c2cccc(=O)n2C3)c(OC)c1 (stereo not given) | 0.1%
Cc1noc(C)c1COc1ccc(C(=O)OCC(=O)Nc2ccc(C(=O)N(C)C)cc2)cc1 | -0.2%[50 µM]
Cc1cc2c([nH]c3ccccc32)c(C)n1 | 0.2%
O=C(CSc1nnc(NC(=O)c2cc(Br)ccc2Cl)s1)NCC1CCCO1 (stereo not given) | 0.0%
O=C(O)c1cccc(NC(=O)c2ccc(COc3ccc(Cl)cc3)cc2)c1 | 0.2%
Cc1cc(C)c(S(=O)(=O)Nc2cc(C)on2)c(C)c1 | 0.0%
CSc1ccc(C(=O)C2CCCN(C(=O)c3ccc4c(c3)OCO4)C2)cc1 (stereo not given) | 0.7%
COc1ccccc1N=Nc1c(O)[nH]c2ccc(Br)cc12 | 0.3%
O=C(C1CCN(S(=O)(=O)c2ccccc2)CC1)N1CCN(Cc2ccccc2)CC1 | 0.1%
CC12CCC3c4cc(CN5CCOCC5)c(O)cc4CCC3C1CCC2=O (stereo not given) | 0.7%
O=C(Nc1ccc2c(c1)OCCO2)c1cccc(Cl)c1 | 0.3%
CC1(c2ccccc2Br)NC(=O)N(CC(=O)NC2CCCCC2)C1=O (stereo not given) | 1.0%[50 µM]
COc1cc(/C=N/Nc2ccnc(=O)[nH]2)ccc1O | 0.4%[50 µM]
CCOc1ccc(/C=C/C(=O)NC2CCCCC2)cc1 | -0.4%
COc1ccc(NS(=O)(=O)c2cc3c4c(c2)CCN4C(=O)CC3)c(OC)c1 | 0.1%[50 µM]

Assay outcomes as filed in PubChem BioAssay.
